CaV13 FRET inh: Primary screen for inhibitors of IQ motif and Ca2+-dependent inactivation inhibitor domain binding in CACNA1D, Förster resonance energy transfer in living cells, …; HEK cells, CFP/YFP FRET ICDI-IQ, plate reader, 10 min; percent FRET-ratio fall versus neutral wells; inhibition, % at 12.3 µM; 0.098% of 340,000 active;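 active means mean replicate inhibition of at least 30% and at least 1% of replicates passing that level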;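 further: 0% = median of the neutral control wells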
An asterisk follows results filed as active. These rows are one share of the data, so the mix of outcomes need not match the whole.

SMILES	CaV13 FRET inh
Cc1cc(C)n(-c2nc(NCC3CCCO3)c3c4c(sc3n2)COC(C)(C)C4)n1 (stereo unspecified)	-6
COc1cc(OC)cc(-c2cc3nc4c(c(N5CCN(c6cnccn6)CC5)n3n2)CCCC4)c1	-2
COC(=O)c1cn(NC(=O)/C=C/c2cccc(OC)c2OC)c(=O)c2ccccc12	-4
O=C1NC(=O)C2C3C=CC(C12)C1C(=O)NC(=O)C31 (stereo unspecified)	-4
CCCN1C(=O)c2n[nH]c(C)c2C1c1ccc(Br)cc1 (stereo unspecified)	-2
CC(OC(=O)c1ccc2ncsc2c1)C(=O)N1CCCC1 (stereo unspecified)	-23
COC(=O)c1ccc(CN2C(=O)[C@]3(OCCC=C[C@H]3C)c3ccccc32)cc1	-3
CCOC(=O)N1CCN(Cc2cc(Cl)c3cccnc3c2O)CC1	-4
CCOC(=O)c1ccc(NC(=O)c2c(NCc3ccccc3)[nH]c(=O)[nH]c2=O)cc1	-11
COC(=O)c1cc2c(c3c4cc(F)ccc4n(S(=O)(=O)c4ccccc4)c13)C(=O)N(Cc1ccc(C(F)(F)F)cc1)C2	-11
CC1(C)O[C@H]2OC([C@H](O)CON3C(=O)c4ccccc4C3=O)[C@H](O)[C@H]2O1 (stereo partly specified)	-12
COC(=O)[C@]12C[C@H](CC(=O)N3CCN(C(=O)c4ccco4)CC3)C(=O)N(Cc3ccccc3)C1=C[C@H](C(C)C)O[C@@H]2C1CC1	-10
CCOC(=O)C1CSCCS(=O)(=O)N1Cc1cccc(F)c1 (stereo unspecified)	-6
COC(=O)C1=C(C)N(Cc2ccc(F)cc2)C(=S)NC1c1cccc(F)c1 (stereo unspecified)	-2
Cc1c(NC(=O)C(C)OC(=O)c2cccc(S(=O)(=O)N3CCOCC3)c2)c(=O)n(-c2ccccc2)n1C (stereo unspecified)	-1
COC(=O)[C@]12C[C@H](CC(=O)NCCC(C)C)C(=O)N(Cc3ccc4c(c3)OCO4)C1=C[C@H](COCc1ccccc1)O[C@@H]2C	-7
O=C1c2ccccc2C(=O)C1C1=Nc2ccccc2NC(c2ccccc2)C1 (stereo unspecified)	-17
C[C@H](O)[C@@H]1C(=O)N2CCc3c([nH]c4c(-c5ccccc5)cccc34)[C@@H]2C[C@@H]1N(C)C(=O)Nc1cccc2ccccc12	-4
O=c1oc2ccc([N+](=O)[O-])cc2c(N2CCOCC2)c1[N+](=O)[O-]	-5
COC(=O)[C@]12C[C@H](CC(=O)NCc3ccc(C)o3)C(=O)N(Cc3ccccc3)C1=C[C@H](C(C)(C)C)O[C@@H]2C	-11
COc1cccc(CNC(=O)[C@H]2CCCN2C(=O)[C@H]2CCCN2C(=O)c2ccccc2)c1	-4
O=C(NCc1ccccc1)[C@H]1CCCN1C(=O)[C@H]1CCCN1C(=O)N1CCCCC1	-5
CSc1ccc(C(=O)NCC2CCN(C(=O)C(=O)c3cc4ccccc4o3)CC2)cc1	-6
O=C(NCc1ccccc1)[C@H]1CCCN1C(=O)[C@H]1CCCN1C(=O)c1ccc(F)cc1	-8
O=C(N[C@H](Cc1ccccc1)C(=O)NCc1ccc2c(c1)OCO2)[C@H]1O[C@@H](n2ccc(=O)[nH]c2=O)[C@H](O)[C@@H]1O	-4
CN(C)CCCNCC(=O)NN(c1ccccc1)c1ccccc1	-2
Cc1cc2c(c(=O)o1)[C@@]1(C(=O)N(c3ccccc3)c3ccccc31)C1=C(CCCC1=O)O2	-7
O=C(N[C@H](C(=O)N1CCC[C@H]1C(=O)NC1CCCC1)c1ccccc1)C1CCCC1	-9
CCOc1cccc(C=NNC(=O)C(=O)Nc2cccc(C(F)(F)F)c2)c1O	-13
Cc1ccc(C2c3c(n[nH]c3C)C(=O)N2c2ccccc2)cc1 (stereo unspecified)	-3
CSc1cccc(NC(=S)NN/C(=N/S(=O)(=O)c2ccccc2)N2CCCC2)c1	-11
COC(=O)C1=C(C)N(Cc2ccccc2C(F)(F)F)C(=NCc2cc(OC)c(OC)c(OC)c2)NC1c1ccccc1C(F)(F)F (stereo unspecified)	-10
NC(=O)CC1NC(=O)c2cc([N+](=O)[O-])cc(I)c2OCCC(C(N)=O)NC(=O)[C@@H]2CCCN2C1=O (stereo partly specified)	-4
Cc1nnc2nc(N)[nH]n2c1=O	-8
CCCCn1c(=N)n(CC(=O)c2ccc([N+](=O)[O-])cc2)c2ccccc21	-7
CCOC(=O)C1=C(C(=O)OCC)C2N(Cc3ccc(C(F)(F)F)cc3)c3ccccc3[C@@]23C[C@@H](C(=O)OC)N(S(=O)(=O)c2ccccc2C)C3=N1 (stereo partly specified)	-5
CC(C)(C)S(=O)(=O)N1C[C@@H]2CC(=O)C(CCO)=C2[C@H]1CCO	-7
CCOC(=O)CN1C(=O)[C@]2(OCCC=C[C@H]2C)c2c(Br)cccc21	-3
COc1ccc(OC)c(-n2c(=S)[nH]c3cc(C(=O)NCCCN4CCCC4=O)ccc3c2=O)c1	-4
CCc1ccc(-c2nn(-c3ccccc3)cc2CSC(=N)N)cc1	-4
CCCCOCCCNC(=O)C[C@H]1C[C@@]2(C(=O)OC)C(=C[C@H](C(C)(C)C)O[C@@H]2C)N(Cc2ccc3c(c2)OCO3)C1=O	-8
COC(=O)C1=C(C)N(Cc2cccc(C(F)(F)F)c2)C(=NCc2cc(OC)c(OC)c(OC)c2)NC1c1ccccc1 (stereo unspecified)	-4
COC(=O)C1=C(C)N(Cc2ccccc2C(F)(F)F)C(=NCc2ccc(OC)cc2)NC1c1ccccc1C(F)(F)F (stereo unspecified)	-13
S=C(NN=C1CCCCC1=NNC(=S)N1CCOCC1)N1CCOCC1	-13
COC(=O)C1=C(C)NC(=S)NC1c1ccc(Br)cc1 (stereo unspecified)	-4
COc1ccccc1Cc1c(-c2ccc(Cl)cc2)nc2ccc(C)cn12	-7
CC(C)(C)NC(=O)C(c1ccco1)N(C(=O)Cn1nnc(-c2ccc(F)cc2)n1)c1ccccc1 (stereo unspecified)	-7
COC(=O)[C@]12C[C@H](CC(=O)NCc3ccccc3)C(=O)N(Cc3ccccc3)C1=C[C@H](C(C)C)O[C@@H]2C1CC1	-6
CN(C(=O)[C@H]1O[C@@H](n2cnc3c(=O)[nH]c(N)nc32)[C@H](O)[C@@H]1O)C1CCCCC1	-3
O=C(CNC(=O)/C=C/c1ccccc1)N=Nc1c(O)n(Cc2ccccc2)c2ccccc12	-5
CCOC(=O)CN1C(=O)N(c2ccc(OC)cc2)[C@H]2CC3c4ccccc4C[C@]3(C)[C@@H](C(=O)N(C)C3CCCCC3)C[C@H]21 (stereo partly specified)	-4
COc1cccc(CNC(=O)[C@H]2CCCN2C(=O)[C@H]2CCCN2C(=O)c2cccs2)c1	-5
C[C@@H]1CN([C@@H](C)CO)S(=O)(=O)c2ccc(Br)cc2O[C@@H]1CN(C)S(=O)(=O)c1ccc(F)cc1	-5
COCCN1Cc2cc(C(=O)OC)c3c(c2C1=O)c1cc(F)ccc1n3S(=O)(=O)c1ccc(C)cc1	-8
CCCCCCCCN1C(=O)[C@@H](CC(=O)NCC23CC4CC(CC(C4)C2)C3)C[C@@]2(C(=O)OC)C1=C[C@H](C1CCCC1)O[C@@H]2C	-6
NC1=NC2(CS1)CSC(N)=N2	-10
O=C(NCc1ccccc1)C(c1ccco1)N1CCN(CCN2CCOCC2)CC1 (stereo unspecified)	-4
CCN(CC)c1ccc2nc3c4ccccc4c(=O)cc-3oc2c1	-19
CC(C)c1[nH]nc2c1C(c1ccccc1)N(c1ccccc1)C2=O (stereo unspecified)	-2
C[C@@H]1COc2cccc(N3CCCCC3)c2S(=O)(=O)N1	-4
Other results:
SMILES	CaV13 FRET inh
Cc1cc(C)nc(N/N=C/C2=C(O)CC(c3ccccc3)CC2=O)n1 (stereo unspecified)	2
CCN(CC)CCCN1C(=O)C(=O)/C(=C(/O)c2ccc3c(c2)OCCO3)C1c1ccc(C)o1 (stereo unspecified)	-9
CCCCCCCCN1C(=O)[C@@H](CC(=O)NCC2CCCCC2)C[C@@]2(C(=O)OC)C1=C[C@H](C1CCCC1)O[C@@H]2C	-10
Cc1ccc(S(=O)(=O)N2CCN(C(=O)Cn3nc(C(=O)O)c4ccccc4c3=O)CC2)cc1	-5
O=C1/C(=C/c2cccs2)SC(=S)N1C1CCS(=O)(=O)C1 (stereo unspecified)	-13
CC(C)C[C@H](NC(=O)C1CCCC1)C(=O)N1CCC[C@H]1C(=O)NCc1ccccc1	-10
CCn1c(=O)c(-c2nc3ccccc3[nH]2)c(O)c2ccccc21	-10
CCN1C(=O)N[C@H]2C[C@H](C(=O)N3CCCC3)[C@H](C)[C@H](c3ccccc3)C[C@H]21	-4
CC1=CC(=C2C=CC(=O)C=C2)C=C(C)N1C	-3
COc1ccc(N2C(=O)c3n[nH]c(C)c3C2c2ccccc2)cc1 (stereo unspecified)	-3
COCCN1CCCc2nc(-c3ccc(F)cc3)ccc21	-7
CNC[C@@H]1OCc2ccccc2-c2c(n(C)c3ccccc23)C(=O)N([C@@H](C)CO)C[C@@H]1C	-5
O=[N+]([O-])c1ccc(COc2cccc(CO)c2)cc1	-6
C=CC[C@]1(c2ccccc2)C(=O)N2C[C@H]3CON(C)[C@H]3C[C@H]2c2ccccc21	-4
C[C@@H]1COc2cccc(NC3CC3)c2S(=O)(=O)N1	-5
O=C1NC(Cc2ccc(O)cc2)c2nc3cc(F)ccc3c(=O)n2-c2cc(Cl)ccc21 (stereo unspecified)	-6
COc1ccc(C2=CN(Cc3ccccc3)C(c3ccc(OC)cc3)CC2=O)cc1 (stereo unspecified)	-3
CCCCC1CCC(C(=O)N(CC(C)C)c2c(N)n(Cc3ccccc3)c(=O)[nH]c2=O)CC1 (stereo unspecified)	-6
CCCCc1c(-c2ccccc2OC)ncn1Cc1c(F)cccc1F	-9
S=C(Nc1ccccc1)N1CCN(C(=S)Nc2ccccc2)CC1	-5
CCOC(=O)C1=CCN(S(=O)(=O)c2cccc(Cl)c2)C1c1ccc(Cl)c(Cl)c1 (stereo unspecified)	-3
COC(=O)C1=C(C)N(Cc2ccc(Br)cc2)C(=S)NC1c1cccc(F)c1 (stereo unspecified)	-2
COc1ccc(-c2ccc3c(n2)CCCN3S(=O)(=O)c2ccc(C(F)(F)F)cc2)cc1	-11
C[C@@H]1CN(S(=O)(=O)C(C)(C)C)[C@@H](CCO)/C1=C\CCO	-6

14 compounds out of the list, sorted by formula weight, high to low.
SMILES	CaV13 FRET inh
CCCCC1CCC(C(=O)N(CC(C)C)c2c(N)n(Cc3ccccc3)c(=O)[nH]c2=O)CC1 (stereo unspecified)	-6
COC(=O)C1=C(C)N(Cc2ccc(Br)cc2)C(=S)NC1c1cccc(F)c1 (stereo unspecified)	-2
COc1ccc(-c2ccc3c(n2)CCCN3S(=O)(=O)c2ccc(C(F)(F)F)cc2)cc1	-11
CNC[C@@H]1OCc2ccccc2-c2c(n(C)c3ccccc23)C(=O)N([C@@H](C)CO)C[C@@H]1C	-5
C=CC[C@]1(c2ccccc2)C(=O)N2C[C@H]3CON(C)[C@H]3C[C@H]2c2ccccc21	-4
CCN1C(=O)N[C@H]2C[C@H](C(=O)N3CCCC3)[C@H](C)[C@H](c3ccccc3)C[C@H]21	-4
S=C(Nc1ccccc1)N1CCN(C(=S)Nc2ccccc2)CC1	-5
CCCCc1c(-c2ccccc2OC)ncn1Cc1c(F)cccc1F	-9
COc1ccc(N2C(=O)c3n[nH]c(C)c3C2c2ccccc2)cc1 (stereo unspecified)	-3
C[C@@H]1CN(S(=O)(=O)C(C)(C)C)[C@@H](CCO)/C1=C\CCO	-6
COCCN1CCCc2nc(-c3ccc(F)cc3)ccc21	-7
C[C@@H]1COc2cccc(NC3CC3)c2S(=O)(=O)N1	-5
O=[N+]([O-])c1ccc(COc2cccc(CO)c2)cc1	-6
CC1=CC(=C2C=CC(=O)C=C2)C=C(C)N1C	-3

Next compounds
SMILES	CaV13 FRET inh
Oc1[nH]c2ccccc2c1N=Nc1ncnc2c1oc1ccccc12	-1
CCOc1ccc(-c2cc(C(=O)NN3CCN(C)CC3)c3cc(Cl)ccc3n2)cc1	-5
COc1ccccc1CCn1cnc(-c2ccc(Cl)cc2)c1CC(C)C	-5
COC(=O)[C@]12C[C@H](CC(=O)NCc3ccccc3)C(=O)N(Cc3ccc4c(c3)OCO4)C1=C[C@H](COCc1ccccc1)O[C@@H]2C	-9
C[C@@H]1CN(C(=O)OC(C)(C)C)CCN1c1ccc(N2CCN(Cc3ccccc3)[C@@H](C)C2)c(C#N)c1	-6
COCc1[nH]nc2c1C(c1ccc(Br)cc1)N(Cc1ccccc1)C2=O (stereo unspecified)	-4
O=C(C(=O)N1CCN(S(=O)(=O)c2cccc3ccccc23)CC1)c1cccc(C(F)(F)F)c1	-8
CCN=C1NC(c2ccccc2C(F)(F)F)C(C(=O)OC)=C(C)N1C (stereo unspecified)	-3
COC(=O)[C@]12C[C@H](CC(=O)NCc3ccccc3)C(=O)N(Cc3ccccc3)C1=C[C@H](C1CCCC1)O[C@@H]2C	-10
COc1cccc(C(=O)N[C@H](C(=O)N2CCC[C@H]2C(=O)NCCc2ccccc2Cl)C(C)C)c1	-9
COc1cc2c(c(OC)c1OC)C1(CCCCC1)CC2NCC=C(C)C (stereo unspecified)	-4
Nc1nc2c(C(=O)N3CCCC3)nnn2c2ccccc12	-6
COc1ccc(CCn2cnn3c(=O)c4ccccc4nc3c2=O)cc1OC	-13
Cc1ccccc1-c1ccc2c(c1)[C@@H]1C[C@H]3[C@@H](CN1CC2)[C@H](C)OC(C1CCCCC1)N3C (stereo partly specified)	-3
NC(=O)c1ncn([C@@H]2O[C@H](C(=O)N3CCCN(Cc4ccccc4F)CC3)[C@@H](O)[C@H]2O)n1	-3

Assay outcomes as filed in PubChem.
